# Compound activity (PubChem BioAssay)
# S3 lipid droplet = qHTS Assay for Lipid Storage Modulators in Drosophila S3 Cells. lipid storage change, negative = inhibition, % at the top dose, mostly 46.1 µM; hits show Potency in µM. Drosophila S3 cells, BODIPY lipid droplet fluorescence, 18-24 h; cells fed with added oleic acid. hit rate 0.64% among 320,000. AID 2685; active = well fitted inhibition curve with a large enough effect in the signal ratio, with a control signal flat, not every such curve was filed as active; inconclusive = small, poorly fitted or top-dose-only effect, or effect the other way, or a change in a side signal; the % refers to the signal ratio
#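 Laser-scanning cytometry quantifies lipid droplet accumulation (500–530 nm total intensity; droplet/cell object ratio) in oleic acid-fed (400 uM added) Drosophila S3 cells treated with a concentration series. 20 uM Triacsin C defined 100% inhibition.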
# S3 lipid droplet cell count max = second read-out of S3 lipid droplet, no call of its own (marks repeat the call); cell number change, %; measured here: cell count max response;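 cells counted by Cell Tracker Red CMTPX staining in the red channel; peak over a dose series mostly up to 46.1 µM; percent activity relative to internal control wells on each plate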
# Active calls of the source: *; i = inactive; u = inconclusive; x = not tested or not shown; [ ] = another dose, or the depositor's remark. % is set by controls: 0 for no effect and ±100 for the full control effect; potency is the fitted concentration of half-maximal effect. Only part of the results is shown; rates above refer to the full screens.
compound | S3 lipid droplet | S3 lipid droplet cell count max
Cc1ccc(NC(=O)c2nc[nH]c2C(=O)N2CCCCC2)c(C(=O)c2ccccc2)c1 | -29% | -2
Cc1ccc(N(CC(=O)N2CCc3ccccc32)S(=O)(=O)c2cccs2)cc1 | u | x
Cc1nn(CC(=O)NCC(C)c2ccccc2)c(=O)c2cc3occc3n12 (stereo not drawn) | i | -21
O=C1/C(=C\c2ccco2)NC(=S)N1c1ccccc1 | -12% | 12
O=C(NNC(=O)C1CC=CCC1)c1ccccc1Cl (stereo not drawn) | u | x
COc1ccccc1NC(=O)CSC1=NC(=O)C(Cc2ccccc2)C(=O)N1 (stereo not drawn) | u | x
Fc1ccc(COc2ccc(/C=N/n3cnnc3)cc2)cc1 | u | x
Cc1cc([N+](=O)[O-])nn1CCCC(=O)NC1CCCCC1 | u | x
CCN(CC)C(=O)Oc1ccc2c(=O)c(-c3ccc(OC)cc3)c(C)oc2c1 | -18% | 2
Cc1ccccc1-c1nsc(SCC(=O)NCc2ccc3c(c2)OCO3)n1 | 14% | 2

# Grouped by structure: those above containing four or more nitrogen atoms.
compound | S3 lipid droplet | S3 lipid droplet cell count max
Cc1ccc(NC(=O)c2nc[nH]c2C(=O)N2CCCCC2)c(C(=O)c2ccccc2)c1 | -29% | -2
Cc1nn(CC(=O)NCC(C)c2ccccc2)c(=O)c2cc3occc3n12 (stereo not drawn) | i | -21
Fc1ccc(COc2ccc(/C=N/n3cnnc3)cc2)cc1 | u | x
Cc1cc([N+](=O)[O-])nn1CCCC(=O)NC1CCCCC1 | u | x

# Remaining list, next part.
compound | S3 lipid droplet | S3 lipid droplet cell count max
NC(=S)NN=C1C2CC3CC(C2)CC1C3 | u | x
O=C(Nc1ccc(S(=O)(=O)N2CCCC2)cc1)c1cccc(OC(F)F)c1 | -16% | x
Cc1c(C(=O)N/N=C/c2ccc(N(C)C)cc2)[nH]c2ccc(Cl)cc12 | u | x
CCOC(=O)c1c(NC(=S)NC)sc2c1CC(C)(C)SC2 | 1% | -20
CCOC(=O)c1cc(S(=O)(=O)N2CCN(C(=O)OCC)CC2)cn1C | i | -16
CC(=O)N=c1c(C#N)cc2c(=O)n3cccc(C)c3nc2n1Cc1ccco1 | 4% | 9
COc1cccc(C2NC(=O)NC(C)=C2C(=O)Nc2cc(OC)ccc2OC)c1 (stereo not drawn) | 15% | 10
Cc1noc(C)c1CSc1nc2ccccc2c(=O)n1-c1ccccc1 | 5% | 12
COc1ccc(-c2c(NCCc3ccccc3)c(=O)c2=O)cc1 | -8% | 18
O=c1oc2ccccc2n1CCCCCn1c(=O)oc2ccccc21 | 6% | -27

# (continued)
compound | S3 lipid droplet | S3 lipid droplet cell count max
CC(C)C(NC(=O)CSc1ccc(Cl)cc1)C(C)C | u | x
O=S(=O)(Nc1ccc(Oc2ncccn2)c(Cl)c1)c1ccc(F)cc1 | i | x
CSc1ccccc1NC(=O)C1=COCCO1 | u | x
COc1ccc(CN(CC(=O)NCCc2ccccc2)C(=O)CCC(=O)Nc2ccccn2)cc1 | i | -5
Cc1c(NS(=O)(=O)c2ccc3c(c2)Cc2ccccc2-3)c(=O)n(-c2ccccc2)n1C | 3% | 1
CCn1c(SCC(=O)Nc2ccccc2N2CCOCC2)nnc1-c1ccccc1 | u | x
CC12CCC(=O)C=C1CCC1C2C(=O)CC2(C)C1CCC2(O)C(=O)CO (stereo not drawn) | 16µM* | -13*
CSc1nc(C)c(CCOCc2ccccc2)c(=O)[nH]1 | u | x
FC(F)(F)c1ccc(-c2nnc(-c3ccccn3)c(-c3ccccn3)n2)nc1 | 1% | 7
C=C1CC2C3CC[C@@]4(OCOC45COCO5)[C@@]3(C)C(O)CC2[C@@]2(C)CCC(=O)C=C12 (stereo partly drawn) | u | x

# Retrieved one by one from the entries so far (2):
compound | S3 lipid droplet | S3 lipid droplet cell count max
FC(F)(F)c1ccc(-c2nnc(-c3ccccn3)c(-c3ccccn3)n2)nc1 | 1% | 7
CCN(CC)C(=O)Oc1ccc2c(=O)c(-c3ccc(OC)cc3)c(C)oc2c1 | -18% | 2

# (more compounds)
compound | S3 lipid droplet | S3 lipid droplet cell count max
COc1ccc(OCC(=O)NNC(=O)c2ccccc2OCc2c(C)noc2C)cc1 | i[0.0737 µM] | -7
Cc1cc(=O)[nH]c(SCC(=O)N2CCCc3ccccc32)n1 | 13% | 1
O=c1cc(-c2ccc([N+](=O)[O-])cc2)c2cc3c(cc2[nH]1)OCCO3 | u | x
CCn1c(N)c(C(=O)Nc2ccccc2C(=O)OC)sc1=S | 3% | -18
CCOC(=O)c1c(OCC)[nH]c2ccc(O)cc12 | i | x
Cc1cccc(-n2nc([N+](=O)[O-])c(N3CCN(C(=O)c4ccco4)CC3)[n+]2[O-])c1 | u | x
Fc1ccc(-c2csc3ncnc(Nc4ccc(N5CCOCC5)cc4)c23)cc1 | 6% | -8
COc1ccc(OC)c(NC(=O)/C=C/c2ccc(S(=O)(=O)N3CCOCC3)cc2)c1 | u | x
CCc1nn2c(N3CCOCC3)cc(C)nc2c1-c1ccccc1 | 0% | 13
CC(=O)/C(=N/Nc1ccccc1)Sc1nnc(C(O)c2ccccc2)n1-c1ccccc1 (stereo not drawn) | 0% | 0

# (list continues)
compound | S3 lipid droplet | S3 lipid droplet cell count max
Cc1cc(=O)n2c3ccccc3n(CC(O)CN3CCCCC3)c2c1C#N (stereo not drawn) | u | x
Cc1ccc(Sc2ccc(/C=C3/C(=O)NN(c4ccccc4)C3=O)o2)cc1 | -6% | 5
c1ccc(CSc2ccc(-c3cccs3)nn2)cc1 | 7% | -12
CC1CCN(C(=O)c2cc(-c3ccccc3O)on2)CC1 | u | x
CC(=O)Nc1ccc(S(=O)(=O)N(C)CC(=O)Nc2nc3ccccc3[nH]2)cc1 | u | x
CC(=O)c1ccc(N2CCC(C)CC2)c(F)c1 | u | x
O=C(OC1CCOC1=O)C1CCN(S(=O)(=O)c2c(Cl)cccc2Cl)CC1 (stereo not drawn) | u | x
CCn1c(SCC(=O)N2CCN(c3ccccc3)CC2)nnc1-c1c[nH]c2ccccc12 | u | x
Cc1nc(SCC(=O)O)c(C#N)c(C)c1CC(=O)c1ccccc1 | -1% | 2
CCN1C(=O)CC(c2ccco2)Sc2ccccc21 (stereo not drawn) | i | x

# Carrying on:
compound | S3 lipid droplet | S3 lipid droplet cell count max
COc1ccc(CNC(=O)[C@H](Cc2ccccc2)NC(=O)C2CCN(C(=O)[C@H](C)N)CC2)cc1 | 19% | 11
C=CCN=C(NC#N)SCc1ccccc1 | -6% | 5
COc1cc(OC)c(C(=O)N2CCCC2)cc1OC | 4% | 6
N#Cc1ccc(-c2ccc(OCC(=O)NCC(=O)Nc3ccc(F)c(F)c3F)cc2)cc1 | u | x
COc1ccc(CNC(=O)CSc2nnc3c(n2)[nH]c2ccc(C)cc23)cc1 | u | x
Cc1ccc(OCC(=O)N2CC3(C)CC2CC(C)(C)C3)cc1 (stereo not drawn) | i | x
COc1ccc(OCC(O)CNS(=O)(=O)c2ccc(NC(C)=O)cc2)cc1 (stereo not drawn) | u | x
CSc1ccccc1NC(=O)c1ccccc1N(C)S(C)(=O)=O | u | x
COc1ccc(NC(=O)Nc2ccccn2)cc1OC | 12% | 5
CC(C)Oc1ccc(C2C(C(=O)c3ccco3)=C(O)C(=O)N2Cc2cccnc2)cc1 (stereo not drawn) | u | x

# Additional compounds follow:
compound | S3 lipid droplet | S3 lipid droplet cell count max
Cc1ccc(S(=O)(=O)N2CCN(C(=O)c3ccc(Br)o3)CC2)c(C)c1 | i | -2
O/N=C/c1ccccc1Oc1ccccc1 | i | x
COCc1nnc(NC(=O)CS(=O)(=O)Cc2ccccc2)s1 | u | x
CCN(CC)S(=O)(=O)c1ccc(C(=O)N2CCN(C(=O)c3ccco3)CC2)cc1 | -12% | -8
COc1ccc(N2CCN(C3CC(=O)N(Cc4ccc(N5CCCC5=O)cc4)C3=O)CC2)cc1 (stereo not drawn) | 12% | -8
COc1ccc(-c2c(C#Cc3ccsc3)c3cc(-c4ccc5[nH]ccc5c4)ccc3n2C)cc1 | 12% | 4
CN(C)S(=O)(=O)c1ccc(C(=O)Nc2cccc(S(=O)(=O)NC3=NCCC3)c2)cc1 | 8% | -3
Cc1nc(-c2ccc([N+](=O)[O-])cc2)nc2[nH]ccc(=O)c12 | 2% | 7
COCCNC(=O)C1=NOC(Cn2cc(C#N)c(=O)n(C)c2=O)C1 (stereo not drawn) | u | x
CCOc1ccc(C(=O)Nc2cccc3nsnc23)cc1[N+](=O)[O-] | u | x

# (cont.)
compound | S3 lipid droplet | S3 lipid droplet cell count max
O=C(CN1c2ccccc2Sc2ccccc21)NNC(=O)Nc1ccc(Cl)c(Cl)c1 | u | x
CCN(C(=O)COC(=O)c1cccc(C)c1[N+](=O)[O-])c1c(N)n(Cc2ccccc2)c(=O)[nH]c1=O | -5% | 1
CCCc1nc(SCC(=O)O)c2sc(=S)n(-c3ccccc3)c2n1 | -14% | -1
CCOC(=O)N1CCN(C(=O)CCS(=O)(=O)c2ccc(Br)s2)CC1 | 26% | 0
COc1ccc(/C=N/N=C2/NC(=O)C(CC(=O)O)S2)cc1OS(=O)(=O)c1ccccc1 (stereo not drawn) | u | x
CCN(CC)S(=O)(=O)c1ccc2oc(Nc3ccccc3)nc2c1 | 20% | -9
O=C(N/N=C/c1cccs1)c1cccc(NC(=O)c2ccc(Cl)cc2)c1 | u | x
O=C(O)/C=C/c1ccc(S(=O)(=O)Nc2ccccc2C(=O)Nc2ccc(F)cc2)cc1 | u | x
CCCCOc1cc(=O)[nH]c(=O)[nH]1 | u | x
Cc1ccc2nc(/C(C#N)=C\c3ccc(N4CCOCC4)o3)[nH]c2c1 | u | x

# (more compounds)
# Fields: S3 lipid droplet	S3 lipid droplet cell count max
O=C(NCc1ccco1)c1ccc(Cl)c(S(=O)(=O)N2CCOCC2)c1
→ i	-20
CN(C)CCCNC(=O)C(=O)NCC1CCCO1 (stereo not drawn)
→ 1%	5
COc1ccc(N2C(=O)C(F)(F)C2c2ccccc2F)cc1 (stereo not drawn)
→ -8%	-12
Fc1ccc(Oc2cnns2)cc1
→ u	x
COc1cc(/C=N/NC(=O)c2ccncc2)ccc1OC(=O)c1cccc(F)c1
→ u	x
CCOC(=O)C1(O)CC(C)=NN1C(=O)c1cccc(Br)c1 (stereo not drawn)
→ 8%	8
CC(C)c1ccc2[nH]c(O)c(N=NC(=O)c3cccc(S(=O)(=O)Nc4cccc(Cl)c4)c3)c2c1
→ -16%	-15
CCOC(=O)CSc1nc2cc3c(cc2cc1CC)OCCO3
→ -3%	1
CN(C)S(=O)(=O)c1ccc(C(=O)N2CCN(C(=O)C3CCCO3)CC2)cc1 (stereo not drawn)
→ 12%	1
COC(=O)C(C)(C)ONC(=O)Nc1ccc([N+](=O)[O-])cc1
→ u	x
COc1ccc(S(=O)(=O)Nc2c(C)cccc2C)cc1-n1cnnn1
→ u	x
CCCCn1nc(C(=O)NNC(=O)c2ccncc2)c2ccccc2c1=O
→ i	x
COc1ccc(NC(=O)COC(=O)c2ccc(C)c(S(=O)(=O)N3CCCCC3)c2)cc1
→ u	x
O=C(O/N=C\c1ccc(N2CCCCC2)c([N+](=O)[O-])c1)c1ccc(Cl)cc1Cl
→ 6%	17
CC(C)C(OC(=O)c1cccs1)C(=O)NCc1ccco1 (stereo not drawn)
→ u	x
CCCSc1nc2c(c(=O)n1CC)SC(C)C2 (stereo not drawn)
→ u	x
CN(C(=O)c1cc2ccccc2cc1O)C1CCCCC1
→ u	x
C=CCN(CC=C)S(=O)(=O)c1ccc(NC(=S)NC(=O)c2ccco2)cc1
→ u	x
CSCCC(NC(=O)c1ccc(Cl)cc1)C(=O)NC(C)(C)C (stereo not drawn)
→ u	x
CCOC(=O)c1cccc(NC(=O)CSc2nnc(-c3ccoc3C)n2CC)c1
→ u	x
Cc1cccc(OCC(=O)NCC(=O)N/N=C/c2cccs2)c1
→ u	x
Cc1cccc(NC(=O)C2CCN(S(=O)(=O)c3ccc4ccccc4c3)CC2)n1
→ u	x
COC(=O)Cn1c(CCC(=O)O)ccc1-c1ccccc1
→ -2%	2
CCC1CCCCN1CCCNC(=O)CC1Oc2ccc(C)cc2NC1=O (stereo not drawn)
→ u	x
O=C(CCNS(=O)(=O)c1c(Cl)cccc1Cl)N1CCCC1
→ u	x
c1cc(CNCC2CCCO2)ccn1 (stereo not drawn)
→ u	x
COc1cc(C(=O)NNC(=O)c2ccoc2C)cc(OC)c1OC
→ u	x
Cc1cccc(NC2SC(=O)N(c3ccccc3)C2=O)c1 (stereo not drawn)
→ u	x
COc1ccc(C(=O)N2CCN=C2SC)cc1
→ u	x
CC(=O)Nc1nc2nc(-c3ccccc3)cc(-c3ccccc3)n2n1
→ u	x

# (cont.)
# Fields: S3 lipid droplet	S3 lipid droplet cell count max
COc1c2ccoc2c(OC[C@@H](O)C(C)(C)O)c2oc(=O)ccc12
→ u	x
Cc1nn(CC(=O)N2CCCC2)c(=O)c2nn(-c3ccccc3)c(C)c12
→ i	x
CCNc1nc(N2CCCCC2)nc(-n2nnc(C(=O)OCC)c2C)n1
→ u	x
OCCC1CN(Cc2cc3c(cc2Cl)OCO3)CCN1Cc1ccccc1 (stereo not drawn)
→ 18%	8
CCCNC(=O)COc1coc(CN2CCN(c3ccccc3F)CC2)cc1=O
→ i	0
CCOc1ccc(-c2cnc(NCc3cccc4ccccc34)n2CCOC)cc1
→ u	x
Cc1cc(Cl)ccc1NC(=S)NCc1cccs1
→ i	10
CC1(C2CC2)NC(=O)N(CC(=O)Nc2cc(S(=O)(=O)N3CCCCC3)ccc2Cl)C1=O (stereo not drawn)
→ 9%	-3
COc1ccc(/C=N/Nc2nc(N3CCCC3)nc(N3CCCC3)n2)cc1O
→ u	x
COc1cc(C(=O)NCC2(c3ccccc3)CCCC2)ccc1OC(C)C
→ u	x
